# ERG-DNA inh: blocks human ERG Ets domain binding to DNA; fluorescence polarization, His-ERG Ets domain / labelled DNA; AID 624246; Potency, µM (titrated, usually from 76.9 µM), without a hit: at the highest dose FP activity, negative = inhibition, actives largely listed as inhibitors; P11308; 370,000 tested, 0.028% active; active = well fitted inhibition curve with a large enough effect in the polarisation, with a control signal flat; inconclusive = small, poorly fitted or top-dose-only effect, or effect the other way, or a change in a side signal; inactive = no such curve, though single readings can be large or run the other way; the % refers to the polarisation;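 note: polarization taken with two DNA probes labelled with fluorescein and Texas red; % of control where 0% means no effect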
#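 His-tagged ERG Ets domain (1 uM in the protein solution; 300mM KCl, 50mM Tris-HCl, 1mM EDTA, 1mM DTT, pH 7.5) received compound, then a probe mix of 5 nM fluorescein-DNA and 100nM Texas-615-DNA. Fluorescence polarization was read for both dyes.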
# RGS4 inhibitor: inhibitors of human regulator of G protein signaling 4. Transcreener GDP fluorescence polarization, RGS4-accelerated GTP hydrolysis. Potency, µM (titrated, usually from 114 µM), for the others: top-dose activity change, negative = inhibition, hits mostly inhibitors. P49798. 390,000 tested, 0.039% active; note: % is set by controls: 0 for no effect and ±100 for the full control effect; nearly all actives have a fitted effect of over 75% in size; some results filed as inactive show a strong effect at the top dose
#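 MLSMR compounds (23 nl, pin-transferred) preincubated 10 min at room temperature with a 500nM (2x) first reagent, then RGS4 at 900nM (2x) plus Transcreener GDP mix added; fluorescence polarization (620/688 nm) read before and after 90 min at 30 °C.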
# JMJD2A Tudor inh: blocks the human JMJD2A Tudor domain; 390,000 tested, 4.4% active; O75164; Potency, µM (series often up to 114 µM), for inactives: top-dose activity change, negative = inhibition, hits mostly inhibitors; AlphaScreen JMJD2A-Tudor / H3K4me3 peptide binding; note: % is set by controls: 0 for no effect and ±100 for the full control effect; nearly all actives have a fitted effect of over 50% in size
# Target sequence (O75164 whole entry, looked up, the tested form may be a part): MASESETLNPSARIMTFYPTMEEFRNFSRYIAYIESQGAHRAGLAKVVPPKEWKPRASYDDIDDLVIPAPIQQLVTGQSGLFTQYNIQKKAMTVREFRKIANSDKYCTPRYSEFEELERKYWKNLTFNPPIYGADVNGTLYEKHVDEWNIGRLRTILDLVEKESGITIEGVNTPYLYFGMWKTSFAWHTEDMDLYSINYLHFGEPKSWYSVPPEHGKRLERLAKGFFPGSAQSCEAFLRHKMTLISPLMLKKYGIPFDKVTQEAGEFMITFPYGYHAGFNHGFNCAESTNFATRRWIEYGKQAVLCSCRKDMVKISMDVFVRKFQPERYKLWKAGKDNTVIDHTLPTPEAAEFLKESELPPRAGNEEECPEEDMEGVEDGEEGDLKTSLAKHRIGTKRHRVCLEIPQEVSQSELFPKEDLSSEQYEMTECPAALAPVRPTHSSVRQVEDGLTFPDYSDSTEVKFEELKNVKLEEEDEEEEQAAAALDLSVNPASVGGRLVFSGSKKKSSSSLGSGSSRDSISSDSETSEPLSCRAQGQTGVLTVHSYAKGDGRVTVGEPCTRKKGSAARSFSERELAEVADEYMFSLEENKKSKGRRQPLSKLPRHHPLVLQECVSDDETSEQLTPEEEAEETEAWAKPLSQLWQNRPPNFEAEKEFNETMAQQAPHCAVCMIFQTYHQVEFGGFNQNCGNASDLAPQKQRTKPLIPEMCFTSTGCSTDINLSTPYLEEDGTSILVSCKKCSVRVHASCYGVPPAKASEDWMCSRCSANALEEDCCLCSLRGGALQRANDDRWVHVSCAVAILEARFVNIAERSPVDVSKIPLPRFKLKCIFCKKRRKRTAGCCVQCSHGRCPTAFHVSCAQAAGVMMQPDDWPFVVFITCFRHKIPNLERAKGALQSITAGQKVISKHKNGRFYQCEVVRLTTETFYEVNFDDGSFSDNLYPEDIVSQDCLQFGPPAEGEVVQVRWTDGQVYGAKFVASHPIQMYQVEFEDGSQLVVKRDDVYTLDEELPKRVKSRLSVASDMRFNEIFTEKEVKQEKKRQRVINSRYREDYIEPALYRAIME
# GLS inhibitor: blocks human kidney-isoform glutaminase activity; 410,000 tested, 0.21% active; O94925; Potency, µM (highest dose often 45.5 µM), for inactives: top-dose activity change, negative = inhibition, usual class: inhibitors; GLS enzymatic activity, qHTS titration; note: % is set by controls: 0 for no effect and ±100 for the full control effect
#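 Glutamate formation by hKGA was monitored fluorometrically using coupled glutamate oxidase, HRP and Amplex Red. Substrate was added as 1 mM L-glutamine solution; incubation was 30 min at RT after an initial read.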
# ALOX12 inh: blocks human arachidonate 12S-lipoxygenase | Potency, µM (titrated, usually from 108 µM), inactives show at the top dose activity change, negative = inhibition, actives largely listed as inhibitors | 580,000 tested, 1.1% active | purified 12hLO, xylenol orange hydroperoxide absorbance | P18054; note: % is set by controls: 0 for no effect and ±100 for the full control effect
#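 Purified human 12hLO (150 nM final) in 25 mM Hepes, 0.01% Triton X-100, pH 7.0 was preincubated 15 min at room temperature with compound. Then 40 uM arachidonic acid was added, 30 min. Hydroperoxide was read by Fe-XO absorbance ratio 573/405 nm.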
# PGK inhibitor: T. brucei PGK inhibition | P07378 | PGK/GAPDH coupled, Kinase-Glo luminescence, 60 min | Potency, µM (doses to about 57.5 µM), without a hit: at the highest dose activity change, negative = inhibition, most hits filed as inhibitors | 380,000 tested, 0.043% active; note: % is set by controls: 0 for no effect and ±100 for the full control effect; nearly all actives have a fitted effect of over 60% in size
#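 Recombinant glycosomal PGK reaction used 1,3-bisphosphoglycerate generated in-well by GAPDH (100nM final) in 100mM TEA pH 7.6, 5mM MgCl2, 0.01% Tween-20. After 60 minutes at room temperature, ATP was read by Kinase-Glo Plus luminescence end-point.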
# Pin1 inh: inhibitors of human Pin1. Pin1 FP peptide displacement, HiFluor488, 10 min. Potency, µM (doses to about 115 µM), without a hit: at the top dose activity, negative = inhibition, most hits filed as inhibitors. Q13526. 390,000 tested, 0.009% active; active = well fitted inhibition curve with a large enough effect in the polarisation, with a control signal flat, not every such curve was filed as active; inconclusive = small, poorly fitted or top-dose-only effect, or effect the other way, or a change in a side signal; inactive = no such curve, though single readings can be large or run the other way; the % refers to the polarisation; note: % is set by controls: 0 for no effect and ±100 for the full control effect
# rTrxR1 inhibitor: inhibitors of rat thioredoxin reductase 1 | O89049 | recombinant rTrxR1, NADPH fluorescence consumption, selenite substrate | Potency, µM (series often up to 114 µM), without a hit: top-dose activity change, negative = inhibition, usual class: inhibitors | 390,000 tested, 1% active; note: % is set by controls: 0 for no effect and ±100 for the full control effect; nearly all actives have a fitted effect of over 65% in size
#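 Rat TrxR1 (90 nM in the dispensed reagent) was pre-reduced with 400 uM NADPH for 5 min at room temperature, then incubated with compound for 15 min. After 400 uM selenite was added, NADPH fluorescence (Ex 340/Em 450 nm) was followed for 8 min.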
# HP1b chromo inh: HP1-beta chromodomain-methylated histone interaction inhibition; AlphaScreen HP1-beta / biotin-H3K9me3 peptide binding; Potency, µM (highest dose often 114 µM), inactives show at the highest dose activity change, negative = inhibition, usual class: inhibitors; 390,000 tested, 0.56% active; note: nearly all actives have a fitted effect of over 70% in size; inactives centre near 23
#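 HP1-beta protein (50 nM final) preincubated 30 min at room temperature with biotinylated H3(1-18)K9me3 peptide (50 nM) in PBS pH 7.4, 0.01% Tween-20, then compound added for 30 min. AlphaScreen streptavidin donor/nickel chelate acceptor beads (10 ug/mL final), 30 min dark, luminescence read.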
# * hit, by the source's call; i = inactive; u = inconclusive; x = not tested or not shown; & = joins results of further samples; [ ] = dose if it differs, or a comment. Unless noted, calls come from the whole dose curve; as a rule, active = well fitted curve in the direction sought with a large enough effect; inconclusive = small, poorly fitted or top-dose-only effect, or another doubt; inactive = no such curve, though single readings can be large; an effect the other way counts as inactive or inconclusive. Potency is the fitted concentration of half-maximal effect. The list is partial; rates above refer to the full screens.
SMILES,ERG-DNA inh,RGS4 inhibitor,JMJD2A Tudor inh,GLS inhibitor,ALOX12 inh,PGK inhibitor,Pin1 inh,rTrxR1 inhibitor,HP1b chromo inh
O=C1OC(c2ccccc2)C2(CCCC2)C(=O)C12CCCC2 (stereo not given),2%,-9%,u,0%,-9%,-8%,-1%,-11%,41%[activator]
CCCCn1c(=O)c(C(=O)Nc2ccccc2Cl)c(O)c2ccccc21,0%,13%,8%,-1%,6%,i,4%,19%,41%[activator]
CSCCC(N=Cc1c(O)n(-c2ccc(Cl)cc2)c(=O)[nH]c1=O)C(=O)OC(C)(C)C (stereo not given),-1%,-11%,11%,x,0%,-3%,-3%,-3%,12%
COc1ccc(OC)c(C(O)C(C)N)c1 (stereo not given),-24%,11%[56.9 µM],-11%,0%&8%,-1%,-4%,-8%,18%[57.1 µM],48%[activator]
CCc1ccc(-n2c(O)c(/C=N/NC(=O)c3ccncc3)c(=O)[nH]c2=O)cc1,-1%,-14%,u,7%,2%,-4%,17%,-17%,19%
ON1C2CCCCC2N(O)C1c1ccccc1 (stereo not given),x,-3%,-18%,u,-21%,-2%,-11%,7%,17%
CC(=O)Nc1ccccc1C(=O)OCC(=O)c1cccc2ccccc12,7%,15%,-22%,-13%,0%,-4%,9%,-5%,27%
NC(=O)c1ccc(OCCC(O)N2CC=C(c3ccc(F)cc3)CC2)cc1 (stereo not given),3%,9%,-20%,21%,0%,11%,2%,3%,30%
Cc1cccc(N2C(=O)/C(=C/N3CCN(C(=O)c4ccco4)CC3)C(=O)NC2=S)c1,11%,-26%,-18%,1%,u,-14%,u,-27%,17%
O=C(Nc1ccc(C(F)(F)F)cc1)OC1CN2CCC1CC2 (stereo not given),-4%,0%,12%,13%,452%[activator],2%,-1%,19%[57.1 µM],12%
O=C(NC1CC1)C1CSC(c2cccnc2)=N1 (stereo not given),-9%,1%,-4%,-9%,5%,-7%,-1%,19%,25%
C/C=C(\C)C(=O)N[C@@H](c1ccccc1)[C@@H](O)C(=O)O[C@H]1C[C@@]2(O)[C@@H](OC(=O)c3ccccc3)C3[C@](C)(C(=O)[C@H](OC(C)=O)C(=C1C)C2(C)C)[C@@H](O)C[C@H]1OC[C@@]31OC(C)=O (stereo not given in full),1%,12%,-18%,1%,13%,7%,-6%,-1%,18%

# A section taken from the entries so far, for reference:
SMILES,ERG-DNA inh,RGS4 inhibitor,JMJD2A Tudor inh,GLS inhibitor,ALOX12 inh,PGK inhibitor,Pin1 inh,rTrxR1 inhibitor,HP1b chromo inh
O=C1OC(c2ccccc2)C2(CCCC2)C(=O)C12CCCC2 (stereo not given),2%,-9%,u,0%,-9%,-8%,-1%,-11%,41%[activator]
CCCCn1c(=O)c(C(=O)Nc2ccccc2Cl)c(O)c2ccccc21,0%,13%,8%,-1%,6%,i,4%,19%,41%[activator]

# (list continues)
SMILES,ERG-DNA inh,RGS4 inhibitor,JMJD2A Tudor inh,GLS inhibitor,ALOX12 inh,PGK inhibitor,Pin1 inh,rTrxR1 inhibitor,HP1b chromo inh
COC(=O)c1nc(-c2ccc3c(n2)C(=O)C(N)=C(OC)C3=O)c(N)c(-c2ccc(OC)c(OC)c2O)c1C,3%,u,-31%,-2%,16µM*,-1%,u,6%,-4%
O=c1[nH]c(=S)n(-c2ccc(Cl)cc2)c(O)c1C=Nc1ccc(N2CCOCC2)cc1,-6%,u,-15%,3%,-9%,4%,u,-24%,22%
OC(CCNCCc1c[nH]c2ccccc12)C(F)(F)Cl (stereo not given),-1%,-32%,-14%,5%,1%,-1%,-8%,22%[57.1 µM],6%
Cc1ccnc(-n2c(-c3ccccc3)nc3ccccc3c2=O)c1,0%,1%,-3%,-3%,-14%,1%,-10%,25%[57.1 µM],20%
COc1cc(C2c3cc4c(cc3C(O)C3COC(=O)C23)OCO4)cc(OC)c1OC (stereo not given),13%,5%,-6%,-2%,-2%,-1%,-16%,11%[11.4 µM],26%
C/C(CC(c1ccccc1)c1c(O)c2ccccc2oc1=O)=N\Nc1ccc([N+](=O)[O-])cc1[N+](=O)[O-] (stereo not given),13%,6%,35µM*,19%,-17%,1%,-9%,u,u
CC(C)(C)C(=O)Nc1ccc(S(=O)(=O)N2CC3CC(C2)c2cccc(=O)n2C3)cc1 (stereo not given),-3%,-8%,4%,5%,2%,5%,-6%,11%,17%
NC(=S)N/N=C/c1coc2ccccc2c1=O,-2%,-15%,-24%,14%,-12%,-5%,-7%,-9%,30%
CCc1ccc(OCCCN=C(C)c2c(O)n(C)c(=O)n(C)c2=O)cc1,-6%,16%,8%,16%,0%,7%,-1%,6%,29%
Cc1cccc(CN2CCc3nc(N4CCN(c5ccccn5)CC4)ncc3C2)c1,2%,14%,79µM*,-5%,u,4%,-1%,16%[57.1 µM],6%
COc1ccc(C2=NS(=O)(=O)N(C)C(C(=O)N3CCC4(CC3)OCCO4)=C2)cc1OC,-3%,-2%[56.9 µM],-14%,4%,-4%,-3%,0%,-15%,6%
COC(=O)C1=C(c2ccccc2OCc2ccccc2)C[C@@H]2CC[C@H]1N2C(=O)NCCOc1ccccc1,-13%,7%,-24%,0%,-3%,i,32%[activator],22%,27%
COC(=O)C1=C(c2ccc(F)cc2OCc2ccccc2)C[C@@H]2CC[C@H]1N2C(=O)NCCOc1ccc(OC)cc1,-25%,7%,-19%,2%,1%,i,2%,25%[57.1 µM],24%
O=C(NCC(c1cccnc1)N1CCN(c2ccccc2F)CC1)Oc1ccccc1 (stereo not given),-9%,5%,-20%,8%,-12%,-4%,6%,-10%,23%
Cn1cccc1/C=C1\C(=O)NC(=O)N(Cc2ccco2)C1=O,21%,u,56µM*,u,u,u,u,-27%,45µM*
O=C1C2CCCN2C(c2cccs2)N1c1ccccn1 (stereo not given),-1%,6%,-26%,-8%,u,-7%,4%,6%,-12%
CCc1ccc(-c2nn(Cc3ccccc3)cc2C=O)cc1,1%,17%,135%[activator],0%,-16%,-3%,0%,-10%[57.1 µM],149%[activator]
C[C@]12CCC3C(CCC4=C/C(=N/OCC(=O)NC(CCC(N)=O)C(=O)O)CC[C@@]43C)C1CCC2O (stereo not given in full),-1%,-5%,3%,-1%,u,i,-2%,9%[2.29 µM],42%[activator]
COc1cc(OC)cc(C(=O)Nc2ccc(Br)cc2C(=O)c2ccccc2)c1,-1%,-19%,-21%,1%,11%,-8%,3%,8%[57.1 µM],10%
COc1ccc(C)cc1N(CC(=O)N1CCC(C)CC1)S(=O)(=O)c1ccc(C)cc1,4%,-8%,-29%,0%,-19%,-5%,u,14%,35%
CN1C(=O)C2C[C@@]3(Br)c4ccccc4N(OOSc4ccccc4)[C@H]3N2C(=O)[C@@H]1Cc1ccccc1 (stereo not given in full),4%,13%,-28%,1%,2%,6%,u,18%,2%
COP(=O)(/C=C(\Cl)c1ccccc1)/C=C(\Cl)c1ccccc1,-15%,-3%,-9%,-3%,0%,-4%,-4%,14%,40%[activator]
O=C(Cc1ccccc1)OCC(=O)c1ccc(F)cc1,-12%,-6%,9%,2%,1%,-4%,-9%,18%[57.1 µM],46%[activator]
O=C1NC(=S)NC(=O)C1C1CCCCC1,2%,-19%,-2%,20%,-26%,-1%,0%,18%,40%[activator]
CCOP(=O)(OCC)C(NC(=O)c1cccc([N+](=O)[O-])c1)C(Cl)(Cl)Cl (stereo not given),4%,-10%,-12%,3%,0%,-4%,-1%,4%[57.1 µM],26%
COC(=O)C1=C(c2ccc(F)cc2OCc2ccccc2)C[C@@H]2CC[C@H]1N2C(=O)NC1CC1,-15%,0%,-14%,1%,-16%,5%,-3%,9%[57.1 µM],38%
COC(=O)C1=C(c2cccc(C#N)c2)C[C@@H]2CC[C@H]1N2C(=O)NC1CCCCC1,0%,-15%,-21%,0%,7%,-3%,-3%,13%,34%

# Gathered by group: the entries above containing an aryl methoxy group (seven)
SMILES,ERG-DNA inh,RGS4 inhibitor,JMJD2A Tudor inh,GLS inhibitor,ALOX12 inh,PGK inhibitor,Pin1 inh,rTrxR1 inhibitor,HP1b chromo inh
COc1ccc(OC)c(C(O)C(C)N)c1 (stereo not given),-24%,11%[56.9 µM],-11%,0%&8%,-1%,-4%,-8%,18%[57.1 µM],48%[activator]
COC(=O)c1nc(-c2ccc3c(n2)C(=O)C(N)=C(OC)C3=O)c(N)c(-c2ccc(OC)c(OC)c2O)c1C,3%,u,-31%,-2%,16µM*,-1%,u,6%,-4%
COc1cc(C2c3cc4c(cc3C(O)C3COC(=O)C23)OCO4)cc(OC)c1OC (stereo not given),13%,5%,-6%,-2%,-2%,-1%,-16%,11%[11.4 µM],26%
COc1ccc(C2=NS(=O)(=O)N(C)C(C(=O)N3CCC4(CC3)OCCO4)=C2)cc1OC,-3%,-2%[56.9 µM],-14%,4%,-4%,-3%,0%,-15%,6%
COC(=O)C1=C(c2ccc(F)cc2OCc2ccccc2)C[C@@H]2CC[C@H]1N2C(=O)NCCOc1ccc(OC)cc1,-25%,7%,-19%,2%,1%,i,2%,25%[57.1 µM],24%
COc1cc(OC)cc(C(=O)Nc2ccc(Br)cc2C(=O)c2ccccc2)c1,-1%,-19%,-21%,1%,11%,-8%,3%,8%[57.1 µM],10%
COc1ccc(C)cc1N(CC(=O)N1CCC(C)CC1)S(=O)(=O)c1ccc(C)cc1,4%,-8%,-29%,0%,-19%,-5%,u,14%,35%
